HIV peptide binding = inhibitors of HIV fusion peptide binding, primary screen, biochemical, uHTS, fluorescence dequenching (AID 1986); cell-free peptide binding, fluorescence dequenching, 30 min; higher % means a stronger effect; inhibition, % at 20 µM; hits with a dose series show IC50 in µM; 0.3% of 290,000 active; in the data active = inhibition mostly above about 52%, no sharp cut-off; inactive = mostly below about 76%; also: some results filed as inactive read as strong as hits
XIAP antagonists = small molecules displacing peptide from XIAP – biochemical, IAP family, fluorescence polarization (AID 1018); 0.007% of 200,000 active; one-dose displacement, % at 20 µM; IC50 in µM for titrated hits; XIAP BIR domain, fluorescence polarization peptide displacement; higher % means a stronger effect; in the data active = displacement above about 50%; also: a part of the inactive calls stands beside numbers as strong as those of hits
Siah-1 displacement = Siah-1 peptide-binding antagonists, primary screen, biochemical, fluorescence polarization, rhodamine-plectin, uHTS (AID 1817). displacement, % at 20 µM, or IC50 in µM where a hit was titrated. 0.02% of 290,000 active. Siah-1 / rhodamine-plectin peptide fluorescence polarization; higher % means a stronger effect;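 active = displacement of at least 50% at 20 µM, with a fluorescence ratio check between 0.3 and a set limit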;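 also: plate controls were Siah plus tracer with DMSO for no effect and tracer alone without Siah for full effect; strong numbers were not always called active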
MgcRacGAP inhibition = MgcRacGAP GTPase-activating activity inhibitors, confirmation, biochemical, ADP Hunter fluorescence | AID 624330 | MgcRacGAP-stimulated Rac1 GTP hydrolysis, ADP Hunter fluorescence; higher % means a stronger effect; GST-tagged Rac1 F28L mutant substrate | 0.6% of 340,000 active | inhibition, % at 30 µM; hits with a dose series show IC50 in µM;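 active = first-screen hits whose inhibition reached a set limit at any dose in the follow-up dose series; inconclusive = inhibition above the set first-screen limit but never retested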;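 also: fluorescence reports GDP produced by GAP-driven GTP hydrolysis; strong numbers were not always called active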
Large T inhibition = TAg ATPase/helicase activity blockers – biochemical (AID 1903). inhibition, % at 20 µM; hits with a dose series show IC50 in µM. 0.39% of 310,000 active. SV40 large T antigen ATPase/helicase inhibition assay; higher % means a stronger effect; in the data active = a potency from the dose series; inconclusive = inhibition mostly from about 32% at the one dose, without a potency; inactive = the rest, 99 in 100 with inhibition below about 32%; also: strong numbers were not always called active
AID2073 = inhibitors of Mint1-CaV2.2 protein interaction, biochemical, HTRF (AID 2073). HTRF protein-protein interaction, Mint1-CaV2.2; higher % means a stronger effect. one-dose inhibition, % at 20 µM; IC50 in µM for titrated hits. 0.19% of 290,000 active; in the data active = inhibition mostly above about 51%, no sharp cut-off; inconclusive = no clear call, values can overlap the other calls; inactive = mostly below about 53%; also: some results filed as inactive read as strong as hits
LYP inhibition = PTPN22 lymphoid phosphatase activity blockers – biochemical, fluorescence intensity, uHTS (AID 1779). recombinant LYP phosphatase, fluorescence intensity; higher % means a stronger effect. one-dose inhibition, % at 11.5 µM; IC50 in µM for titrated hits. 0.054% of 290,000 active; in the data active = inhibition above about 50%;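 also: plate controls were vehicle with enzyme for no effect and no enzyme for full effect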
RSV antiviral HEp-2 = RSV antiviral activity via CPE protection, HEp-2 cells, primary 10 µM value included (AID 2391); HEp-2 cells, RSV-induced CPE inhibition; higher % means a stronger effect; one-dose CPE inhibition, % at 10 µM; IC50 in µM for titrated hits; 0.13% of 310,000 active; in the data active = a potency from the dose series; inconclusive = CPE inhibition mostly from about 23% at the one dose, without a potency; inactive = the rest, 99 in 100 with CPE inhibition below about 21%; also: strong numbers were not always called active
Dengue-2 NS5 capping = flavivirus cap methylation enzyme inhibition – biochemical, confirmation dose response, primary screen (AID 588689). Dengue-2 NS5 methyltransferase capping enzyme assay, biochemical; higher % means a stronger effect. one-dose inhibition, % at 25 µM; IC50 in µM for titrated hits. 0.3% of 340,000 active; in the data active = a potency from the dose series; inconclusive = inhibition above about 29% without an active follow-up result
Dengue-2 NS5 capping pilot replicate = further read-out of Dengue-2 NS5 capping, marked with its call; inhibition, %; measured here: pilot screen replicate inhibition
Numbers without * were called inactive; ? = inconclusive; / = no result given; & = joins results of further samples.

SMILES	HIV peptide binding	XIAP antagonists	Siah-1 displacement	MgcRacGAP inhibition	Large T inhibition	AID2073	LYP inhibition	RSV antiviral HEp-2	Dengue-2 NS5 capping	others
CCC1(C)OC(c2ccccc2)=C/C(=C/C=C2C(=O)NC(=O)NC2=O)O1 (configuration not stated)	31%	/	0%	5%	12%	23%	8%	/	-51%
COC(=O)C1C2c3ccccc3OC1(C)N=c1s/c(=C/c3cn(C)nc3C)c(=O)n12 (configuration not stated)	-0.5%	-16%	4%	17%	5%	1%	-3%	-1.3%	-9%
CC1CC(NC(=O)C2C3CCC(O3)C2C(=O)O)CC(C)(C)C1 (configuration not stated)	-0.3%	-0.5%	-6%	2%	16%	3%	-6%	3.1%	-1%
Cc1nc2ccccc2c(=O)n1-c1ccc(Br)cn1	0.3%	/	10%	/	11%	8%	-4%	2.0%	/
CCCCc1nc2ccccc2c(=O)n1-c1ccccc1[N+](=O)[O-]	-2.8%	-1.3%	6%	12%	3%	-2%	-7%	-0.5%	-3%
CCOC(=O)c1c(C)c(P(=S)(N2CCOCC2)N2CCOCC2)n(C)c1C	-1.8%	-5.5%	-5%	12%	8%	-17%	1%	1.7%	-4%
O=C1NC(=O)C(=Cc2ccc3c(c2)OCO3)C(=O)N1	0.9%	-2.3%	2%	/	?	23%	-3%	-0.3%	/
COc1ccc(-n2c(/C=C/c3cccc(F)c3)nc3ccccc3c2=O)c(OC)c1	5.5%	/	12%	3%	1%	16%	1%	0.3%	-5%
COc1ccccc1OCC(=O)N1CCCC(N(C)Cc2ccccc2)C1 (configuration not stated)	-0.9%	/	4%	2%	-2%	-1%	-9%	-1.7%	-7%
Cc1cccc(-n2c(O)c(C)c(=O)[nH]c2=S)c1	4.6%	-8.2%	3%	17%	7%	8%	-2%	/	10%
CCN(CC)c1ccc(N=Cc2c(O)n(-c3cc(OC)ccc3OC)c(=O)[nH]c2=O)cc1	4.4%	-20%	8%	21%	20µM*	13%	2%	0.5%	-31%
CCCCCCn1c(=O)c(C(=O)Nc2ncccc2O)c(O)c2ccccc21	0.3%	/	15%	12%	8%	22%	-9%	2.4%	3%
Cc1ccc(/C=C2/Sc3ccc(C(=O)N4CCC5(CC4)OCCO5)cc3NC2=O)cc1	55%	/	2%	-1%	9%	6%	-4%	0.8%	?
CCN(CC)c1ccc(/C=C2\C(=O)NC(=S)N(c3ccc(OC)cc3OC)C2=O)o1	/	/	/	14%	31%	/	/	0.3%	-10%
O=c1[nH]c(CN2CC=C(c3ccccc3)CC2)nc2scc(-c3ccccc3)c12	3.7%	/	-8%	10%	8%	-1%	-6%	-1.5%	-3%
NCCc1c[nH]c2ccccc12	2.7%	-21%	-2%	1%	2%	4%	4%	/	-5%
CCCCn1c(N)c(C(=O)NCc2cccs2)c2nc3ccccc3nc21	4.9%	-0.8%	3%	10%	-11%	8%	0%	?	-4%
CC1SC2(CN3CCC2CC3)NC1=O (configuration not stated)	-3.4%	-20%	-1%	11%	7%	-4%	-4%	1.5%	-9%
COc1ccc(C2CN(C)CC2C(=O)c2ccc(C)cc2)cc1Cl (configuration not stated)	0.0%	-0.3%	0%	6%	-5%	-1%	-3%	-2.3%	-2%
O=C1NC(=O)N(CCC2=CCCCC2)C(=O)/C1=C/c1cccs1	4.6%	/	17%	/	25%	34%	-5%	2.4%	/
O=c1c2ccccc2nc(N2CCCC2)n1-c1ccc(Cl)cc1	-3.1%	-6.5%	4%	6%	11%	3%	-9%	0.8%	-4%	Dengue-2 NS5 capping pilot replicate=0.4
COc1cccc(C(=O)C2CCCN(Cc3ccon3)C2)c1 (configuration not stated)	-1.4%	-12%	0%	6%	4%	2%	-4%	-1.1%	-10%
COC(=O)C1=C(c2ccccc2)C[C@@H]2CC[C@H]1N2C(=O)NCCNC(C)=O	/	/	/	3%	9%	/	/	1.1%	5%
Cc1ccccc1CS(=O)(=O)Cc1ccc(C(=O)N2CCC3(CC2)OCCO3)o1	-0.7%	-3.6%	-1%	-3%	5%	-5%	-9%	2.5%	3%
O=C(COc1ccccc1)N1CCN(CC2CC=CCC2)CC1 (configuration not stated)	0.5%	/	2%	20%	4%	9%	-3%	0.2%	2%
Cc1cc(OC(C)C(=O)NCc2ccncc2)c2c3c(c(=O)oc2c1)CCC3 (configuration not stated)	0.6%	/	5%	15%	7%	22%	-14%	0.8%	4%
O=C(Cc1ccc(Cl)cc1)NCCN1CCN(C(=O)Cc2ccc(Cl)cc2)CC1	1.3%	/	-3%	-3%	4%	4%	-9%	17%	-1%
C[C@@]1(CO)[C@H](O)CC[C@@]2(C)[C@H]1CC[C@H]1C[C@@H]3C[C@@]12CC[C@]3(O)CO	-1.2%	-2.4%	1%	/	19%	6%	-5%	-1.2%	/
c1ccc2c3c([nH]c2c1)CNCC3	2.3%	-6.9%	4%	-2%	13%	12%	5%	-0.8%	0%
CC(=O)c1ccc2c(c1)C1C(Cl)C(Sc3ccccc3[N+](=O)[O-])CC1C(c1ccccc1[N+](=O)[O-])N2 (configuration not stated)	34%	1.0%	12%	0%	5%	53%	8%	13%	9%
CN(C)CC1Oc2ccccc2OC1(O)c1ccccc1 (configuration not stated)	0.2%	/	0%	1%	/	-22%	-4%	/	-40%
C=C(C)Cn1c(=O)n(CC2CS2)c2ccccc21 (configuration not stated)	3.9%	-3.4%	37%	6%	9%	-4%	-5%	2.5%	-1%
COc1ccccc1N1CCN(Cc2ccc(Br)cc2)CC1	0.8%	/	4%	17%	6%	5%	-8%	?	-4%
O=C1C2CCCN2C(c2cccc(Cl)c2)N1c1ccccn1 (configuration not stated)	-1.4%	0.1%	8%	0%	17%	-5%	-5%	1.0%	-5%
C(#CCN1CCOCC1)COCc1ccccc1	5.2%	-3.0%	0%	9%	-2%	-6%	1%	0.7%	-1%
O=c1c2ccccc2nc(/C=C/c2ccc3c(c2)OCO3)n1-c1cccc(O)c1	0.2%	-5.2%	0%	3%	12%	11%	0%	4.4%	2%

Already shown: an excerpt of the list.
SMILES	HIV peptide binding	XIAP antagonists	Siah-1 displacement	MgcRacGAP inhibition	Large T inhibition	AID2073	LYP inhibition	RSV antiviral HEp-2	Dengue-2 NS5 capping	others
O=C1C2CCCN2C(c2cccc(Cl)c2)N1c1ccccn1 (configuration not stated)	-1.4%	0.1%	8%	0%	17%	-5%	-5%	1.0%	-5%
C(#CCN1CCOCC1)COCc1ccccc1	5.2%	-3.0%	0%	9%	-2%	-6%	1%	0.7%	-1%
O=c1c2ccccc2nc(/C=C/c2ccc3c(c2)OCO3)n1-c1cccc(O)c1	0.2%	-5.2%	0%	3%	12%	11%	0%	4.4%	2%

Other structures:
SMILES	HIV peptide binding	XIAP antagonists	Siah-1 displacement	MgcRacGAP inhibition	Large T inhibition	AID2073	LYP inhibition	RSV antiviral HEp-2	Dengue-2 NS5 capping	others
CCC(C)N1C(=O)/C(=C\c2ccc(N3CCCCCC3)cc2)C(=O)NC1=S (configuration not stated)	31%	-11%	11%	6%	22%	-8%	1%	4.8%	-6%
CNC(C)(C)Cc1ccccc1	/	/	/	-3%	10%	/	/	-0.1%	-7%
Cn1c(O)c(/C=N/c2ccccn2)c(=O)n(C)c1=O	19%	-0.5%	7%	2%	6%	-7%	-5%	0.2%	-5%
Cc1cc(C=C2C(=O)N(C)C(=S)N(C)C2=O)c(C)n1-c1ccncc1	17%	/	12%	/	50µM*	-25%	-6%	0.4%	/
Cc1cc([P+](=O)O)c(C)n1-c1ccc(Br)cc1	16%	0.4%	4%	1%	14%	10%	-6%	-0.1%	-1%
O=C(CCN1CCCCC1)NCC(=O)Nc1ccc(Br)cc1C(=O)c1ccccc1	-0.2%	-5.0%	0%	12%	3%	1%	-7%	0.1%	5%
CCC(=NCCc1ccccc1)c1c(O)n(C2CCCCC2)c(=O)[nH]c1=O	2.1%	-4.2%	-2%	12%	-1%	-22%	-2%	12%	-6%	Dengue-2 NS5 capping pilot replicate=4.3
Cc1cc(NC(=O)CCl)nn1C	-0.4%	-5.1%	3%	7%	17%	-4%	2%	9.3%	-6%
N#Cc1ccccc1Cn1cc(C(=O)C2CC2)c2ccccc21	-3.1%	-3.3%	-1%	6%	8%	3%	-9%	14%	-6%
CC(C)C1(C)N=C(c2ncccc2C(=O)O)NC1=O (configuration not stated)	0.5%	-4.6%	5%	2%	8%	-4%	-6%	-0.3%	-3%
CCC(=Nc1ccc(OC)cc1OC)c1c(O)n(C)c(=O)n(C)c1=O	-6.9%	-5.9%	3%	8%	9%	-26%	-9%	4.0%	2%
O=C(Nc1cccc(Br)c1)c1c(O)c2c(n(Cc3ccccc3)c1=O)CCCC2	-1.7%	/	6%	/	18%	16%	-3%	9.5%	/

Quoted at random: 5 records from the list, in no set order.
SMILES	HIV peptide binding	XIAP antagonists	Siah-1 displacement	MgcRacGAP inhibition	Large T inhibition	AID2073	LYP inhibition	RSV antiviral HEp-2	Dengue-2 NS5 capping	others
CCC(C)N1C(=O)/C(=C\c2ccc(N3CCCCCC3)cc2)C(=O)NC1=S (configuration not stated)	31%	-11%	11%	6%	22%	-8%	1%	4.8%	-6%
CC(C)C1(C)N=C(c2ncccc2C(=O)O)NC1=O (configuration not stated)	0.5%	-4.6%	5%	2%	8%	-4%	-6%	-0.3%	-3%
CCC(=Nc1ccc(OC)cc1OC)c1c(O)n(C)c(=O)n(C)c1=O	-6.9%	-5.9%	3%	8%	9%	-26%	-9%	4.0%	2%
CNC(C)(C)Cc1ccccc1	/	/	/	-3%	10%	/	/	-0.1%	-7%
Cc1cc([P+](=O)O)c(C)n1-c1ccc(Br)cc1	16%	0.4%	4%	1%	14%	10%	-6%	-0.1%	-1%

Later entries.
SMILES	HIV peptide binding	XIAP antagonists	Siah-1 displacement	MgcRacGAP inhibition	Large T inhibition	AID2073	LYP inhibition	RSV antiviral HEp-2	Dengue-2 NS5 capping	others
COCCOC(=O)c1c(N)n(Cc2ccccc2)c2nc3ccccc3nc12	-0.8%	-6.0%	-2%	5%	13%	24%	-24%	7.0%	-10%
O=c1[nH]c(O)c(/C=C2/C=CC(c3cc(Cl)ccc3Cl)=N2)c(=O)[nH]1	0.5%	/	11%	13%	15%	11%	0%	0.9%	19%
CNc1ccc2oc(C[C@H]3O[C@@]4(CC[C@H]3C)O[C@H]([C@H](C)C(=O)c3ccc[nH]3)[C@H](C)C[C@H]4C)nc2c1C(=O)O	44%	/	-5%	-2%	7%	6%	5%	-3.8%	-6%
CN(C)P1(N(C)C)=Nc2c(c(N)nn2C)C(c2ccccc2)=N1	-3.8%	-8.5%	-3%	2%&2%	5%	-1%	-8%	0.3%	-8%&-1%
O=C(O)c1cc(Oc2ccc(C(F)(F)F)cc2Cl)ccc1[N+](=O)[O-]	/	/	/	9%	9%	/	/	-1.8%	1%
CN(C)c1ccc(/C=C/C=C/c2sc3ccccc3[n+]2C)cc1	2.2%	/	2%	63µM*	16%	-49%	3%	9.3%	6%
CCOC(=O)C(O)(c1ccc(NC(=S)NC(=O)c2ccc(Cl)cc2Cl)c(C)c1)C(F)(F)F (configuration not stated)	-2.3%	1.1%	-4%	7%	8%	-5%	8%	21%	0%

Screens as filed in PubChem BioAssay.

Only part of the results is shown; count on the stated rates, not on these rows.
